# Screening data as filed in PubChem.
# XiGFP reactiv – X-chromosome reactivation activator; activation, % at 7.58 µM; 360,000 tested, 0.055% active; XiGFP mouse fibroblasts, % GFP-positive cells imaging, 3 d; cells co-treated with 5-aza-dC sensitizer; scaled so ellipticine positive control = 100%;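 active = mean normalized replicate activation at least 10% and every replicate at or above 10%; inconclusive = only one of the two criteria met; inactive = mean below 10% and not all replicates reach 10%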;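 note: 0% = median of on-plate neutral control wells and 100% = ellipticine 6 µM median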
#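 assay system = SV40-immortalized XiGFP fibroblast cells, line 68-5-11 | buffer or medium = DMEM plus 5-aza-dC sensitizer | doses = single-point pinned compound dosing | times = 3-day compound exposure, then 15 min fixation at room temperature | benchmarks = positive control ellipticine, 6 µM final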
# S100A4 inh HTS – S100A4-myosin IIA interaction inhibition; P26447; S100A4/TAMRA-MyoIIA peptide fluorescence polarization; inhibition, % at 10.7 µM; 360,000 tested, 0.14% active; AID 652163;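 active = mean inhibition of at least 70% across replicates, with every replicate also reaching that level; inconclusive = mean inhibition reaches 70% but some replicates fall short; inactive = mean inhibition below 70%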
# Target sequence (P26447 whole entry, looked up): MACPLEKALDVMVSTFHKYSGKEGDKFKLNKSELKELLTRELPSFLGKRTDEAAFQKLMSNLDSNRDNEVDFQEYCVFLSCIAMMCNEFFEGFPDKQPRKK
#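 Test system – S100A4 monomer (human) · Compound – single-point compound testing · Schedule – 5 min incubation before reading · Probe or stimulus – TAMRA-labelled myosin IIA heavy-chain peptide probe, 5 nM · Benchmarks – neutral control DMSO, positive control TFP · Medium – Calcium-containing HEPES buffer, pH 7.2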
# RAD54 inh – inhibitors of human RAD54 branch migration. inhibition, % at 10.4 µM. AID 602329. RAD54 Holliday junction branch migration, FAM/BHQ fluorescence. 360,000 tested, 0.14% active. Q92698;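 active = mean normalized replicate activity at least 40 and at least half of replicates scoring 40 or more; inconclusive = only one of the two criteria met; inactive = mean below 40 and under half of replicates reaching 40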;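 note: 0% = median of neutral control wells and 100% = median of positive control wells; inhibitors cause a drop in the FAM fluorescence signal; in these data hits start at about 50%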
# E-sel inducer – E-selectin induction on HUVECs; AID 686992; HUVEC E-selectin immunofluorescence imaging; normalized: neutral wells 0, TNF-alpha wells 100; 260,000 tested, 0.37% active; P16581; activation, % at 7.58 µM;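 active = mean E-selectin-positive cell signal at least 10% of the positive control, reached in at least 60% of replicates, without over 20% cell loss; inconclusive = no rule given, readout overlaps actives, possibly toxicity-flagged; inactive = the rest, including those meeting only one limit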;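 note: in these data hits start at about 27%; measured in HUVEC primary endothelial cells; signal is the percent of cells scored E-selectin positive by PE staining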
#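 material = human umbilical vein endothelial cells (HUVEC), E-selectin induction | quantity = 3,000 cells/well | medium = EGM-2 growth medium on 0.1% gelatin-coated wells | technique = immunofluorescence imaging | read-out basis = % PE-positive cells | control set = TNF-alpha positive control, DMSO neutral control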
# EWS-Fli block – blocks EWS/Fli oncoprotein-driven transcription | AID 651661 | inhibition, % at 12.6 µM | 350,000 tested, 0.67% active | A673 NR0B1-luciferase reporter, viability-normalised;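 active = mean inhibition of at least 50% after viability correction, with every replicate also passing that limit; inconclusive = mean reaches 50% but only one of two replicates passes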;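 note: firefly luciferase signal divided by Alamar Blue viability fluorescence both relative to DMSO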
# RAD52 inh – inhibitors of human RAD52 DNA annealing; inhibition, % at 18.7 µM; 360,000 tested, 0.46% active; recombinant RAD52 DNA annealing, FRET fluorescence; P43351;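 active = every replicate showing at least 50% inhibition; inconclusive = mean inhibition at least 50% but not in every replicate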
# Target sequence (P43351 whole entry, looked up): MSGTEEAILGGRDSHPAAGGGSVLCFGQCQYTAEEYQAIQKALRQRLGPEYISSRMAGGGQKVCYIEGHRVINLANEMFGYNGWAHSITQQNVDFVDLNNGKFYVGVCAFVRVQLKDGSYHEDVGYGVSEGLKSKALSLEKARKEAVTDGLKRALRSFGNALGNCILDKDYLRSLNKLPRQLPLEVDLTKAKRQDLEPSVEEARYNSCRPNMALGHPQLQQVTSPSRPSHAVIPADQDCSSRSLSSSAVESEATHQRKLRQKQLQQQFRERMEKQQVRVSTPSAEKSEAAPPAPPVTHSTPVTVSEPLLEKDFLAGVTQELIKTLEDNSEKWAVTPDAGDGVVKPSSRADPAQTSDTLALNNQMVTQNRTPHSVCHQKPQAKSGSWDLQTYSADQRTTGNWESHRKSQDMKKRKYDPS
# FN deposition inh – fibronectin deposition inhibition. AH1F fibroblasts, Alexa488-fibronectin deposition fluorescence, overnight. inhibition, % at 12.6 µM. 350,000 tested, 0.086% active. AID 743247;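 active = mean inhibition across replicates of 30% or more, regardless of how many single replicates reach that level; inconclusive = mean under 30% yet at least half of replicates reach 30%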;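 note: positive control wells lacked labelled fibronectin entirely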
#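 Material – AH1F fibroblast monolayer, labelled fibronectin deposition · Reagent – labelled fibronectin 24 nM · Timing – 1 h adhesion, overnight exposure · Measured by – fluorescence at 485 nm excitation, 525 nm emission · Read-out – inhibition of fibronectin deposition signal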
# esBAF inh – blocks esBAF chromatin remodeling in mouse ES cells; Bmi1-luciferase knock-in reporter, 24 h; 100% = twice the neutral-well signal; reporter increase, % at 12.5 µM; 350,000 tested, 2% active; AID 602393; in the data active = activation above about 40%; inconclusive = no clear call, values can overlap the other calls;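 note: 0% = median of the plate's neutral control wells and 100% = double that signal; a rise in the Bmi1 reporter signal indicates esBAF inhibition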
# The depositor's hits bear a star; u = inconclusive; x = no result given.
SMILES,XiGFP reactiv,S100A4 inh HTS,RAD54 inh,E-sel inducer,EWS-Fli block,RAD52 inh,FN deposition inh,esBAF inh
Cc1cc(C)n(-c2nc3ccccc3nc2NCCc2ccccc2)n1,-0.1,-6.9,-2.6,0.6,-15.5,-66.6,-2.9,-3.1
O=C(NC1Cc2ccccc2C1)[C@@H]1[C@@H](CO)[C@@H]2Cn3c(ccc(C4=CCCC4)c3=O)[C@H]1N2CC1CC1,-0.1,14.9,2.9,-0.2,-3.6,-78.5,x,7.6
C[C@H]1CN([C@@H](C)CO)C(=O)c2cc(NC(=O)CCN3CCOCC3)ccc2O[C@H]1CN(C)C(=O)Nc1ccccc1,-0.9,4.9,-9.7,-0.8,x,5.0,x,0.7
CCCC(C(=O)OCCN(CC)CC)(c1ccccc1)c1ccccc1,-0.1,10.5,-5.9,2.1,10.5,15.7,-0.5,-9.7
NC(=O)/C(=C/c1cccnc1)NC(=O)c1ccccc1,0.0,-0.3,8.4,0.7,0.4,-5.9,-17.7,x
CCC(CC)N1CCN(CC2CC=CCC2)CC1 (stereo not given),0.2,-16.5,x,1.0,-8.7,-9.7,-0.7,x
C[C@@H]1CCCCO[C@@H](CN(C)S(=O)(=O)c2ccc(F)cc2)[C@H](C)CN([C@@H](C)CO)C(=O)c2cc(NS(=O)(=O)c3cn(C)cn3)ccc2O1,0.0,8.3,1.1,x,0.8,4.0,-7.0,-2.7
CC(C)(C)c1ccc(OCC(O)CN2CCN(c3ccccn3)CC2)cc1 (stereo not given),0.1,-0.3,6.6,x,-2.1,8.1,-6.7,-4.1
CCOC(=O)c1ccc(Nc2ncnc3c2cnn3C)cc1,x,-7.5,4.7,x,x,-3.6,9.6,24.4
N#C[C@H]1[C@H](c2ccccc2C2=CCCC2)[C@@H](CO)N1C(=O)Cc1ccncc1,0.2,3.0,x,-0.1,5.7,-2.2,-1.9,x
C=CCc1cc(/C=C2/NC(=O)NC2=O)cc(OCC)c1O,0.6,3.6,x,x,-13.4,-16.6,-9.9,x
C[C@@H]1CCCCO[C@@H](CN(C)C(=O)C2CCCCC2)[C@@H](C)CN([C@H](C)CO)C(=O)c2cc(N(C)C)ccc2O1,0.1,-3.7,-12.0,1.3,-0.3,-9.6,x,-4.0
CC(=O)c1cccc(NC(=S)N2CCN(S(=O)(=O)c3ccc(F)cc3)CC2)c1,0.1,-1.6,10.4,0.1,x,-10.3,-4.4,0.0
COc1ccc2nc(-c3ccccc3)nc(SC)c2c1,0.3,-0.8,6.6,-1.1,-35.3,-5.5,6.1,47.3*
Cc1ccc(CN2CC(C(=O)N3CCN(S(=O)(=O)c4ccc(C)cc4C)CC3)CC2=O)cc1 (stereo not given),-0.1,-9.3,2.2,-2.5,2.2,2.1,6.0,10.3
CC(C)N1CC2(CC(c3ccccc3C(F)(F)F)=NO2)CN1C(=O)c1ccc(C(C)(C)C)cc1 (stereo not given),0.0,-3.6,x,-1.8,3.9,-14.0,8.7,-0.2
Cc1noc(C)c1NC(=O)Nc1ccc2c(c1)C(=O)N(C)[C@H]1CC[C@H](CC(=O)N[C@@H]3CCN(Cc4ccccc4)C3)O[C@@H]1CO2,0.1,7.5,2.1,0.5,-5.0,1.5,-6.1,0.9
Cc1ccc(C(=O)N[C@H](C(=O)Nc2cccc(S(=O)(=O)N3CCOCC3)c2)C(C)C)cc1,0.0,1.8,6.0,0.1,8.5,-9.2,-4.4,-1.7
Cc1nc2ccccc2n1CC(=O)N/N=C/c1cccs1,0.5,7.1,0.1,-0.6,3.4,-18.1,-4.7,x
Cc1ccc(/C=N/NC(=O)c2cc3ccccc3cc2O)o1,0.2,-3.8,-2.1,x,-17.2,-20.8,-2.2,x
CC(=O)c1c(C)[nH]c(C(=O)COC(=O)CCNS(=O)(=O)c2ccc(C)c(C)c2)c1C,0.0,-2.9,3.9,x,3.0,-20.1,2.9,-0.7
CCCNC(=O)COc1coc(CN2CCN(Cc3ccccc3)CC2)cc1=O,0.1,-0.6,11.8,x,x,-8.1,1.4,-1.0
CC1CC(C)CN(S(=O)(=O)c2cccc3nsnc23)C1 (stereo not given),-0.1,-1.9,11.9,-0.9,14.8,0.3,0.2,x
CN(Cc1ccccc1)S(=O)(=O)c1ccc(OCC(=O)NCc2cccnc2)cc1,0.4,7.6,-0.7,-0.3,-13.7,-3.5,26.6,7.8
O=C(C[C@@H]1CC[C@H](NC(=O)c2ccccn2)[C@H](CO)O1)NCc1cccc(F)c1,0.1,-8.9,0.1,0.2,-0.1,7.4,x,5.9
O=C(c1ccccc1)N1CC2(C1)[C@H](c1ccccc1)[C@@H](CO)N2C(=O)CC1CC1,0.2,-9.2,x,-0.2,2.6,-12.6,x,x
CNc1ccc(Br)cc(C(=O)/C=C/c2cccc(Cl)c2Cl)c1=O,3.4,-4.9,x,-1.9,47.9,8.2,1.1,x
Cc1ccc(S(=O)(=O)N2CCC(C(=O)Nc3ccc(N4CCOCC4)cc3)CC2)cc1C,-0.1,0.0,x,x,-0.9,-1.7,x,x
C[C@@H]1CN([C@@H](C)CO)C(=O)c2cc(NC(=O)Nc3ccc4c(c3)OCO4)ccc2O[C@@H](C)CCCCO[C@H]1CN(C)C,0.1,8.4,-1.7,0.9,-5.7,0.3,x,-2.2
c1ccc(-n2ncc3c(NCc4ccc5c(c4)OCO5)ncnc32)cc1,x,-4.5,11.6,x,-9.7,-4.9,x,15.8
COc1cccc(-c2ccc3n(c2=O)C[C@H]2[C@H](CO)[C@@H](C(=O)NCCN4CCCCC4)N(C)[C@@H]32)c1,0.1,-4.2,2.9,-0.2,-12.5,-3.0,x,-0.6
C[C@H](CO)N1C[C@H](C)[C@@H](CN(C)Cc2ccncc2)Oc2ccc(NC(=O)Cc3cn(C)c4ccccc34)cc2CC1=O,-0.9,-3.6,-9.2,x,12.6,8.5,x,3.4
CC(=O)Nc1ccc(C(=O)Nc2cccc(S(=O)(=O)NC3=NCCC3)c2)cc1,0.4,6.0,x,4.7,1.8,-7.2,3.9,x
O=C(C[C@@H]1C[C@H]2c3cc(NS(=O)(=O)c4ccc(F)cc4)ccc3O[C@H]2[C@@H](CO)O1)NCc1ccc(Cl)cc1,0.6,-1.5,5.0,-0.2,4.6,-11.1,-21.1,14.0
COC(=O)c1cc(S(=O)(=O)NCc2ccc3c(c2)OCO3)c[nH]1,0.2,0.8,1.0,0.3,-2.5,-7.0,-3.4,4.0
COc1cccc(OC)c1OCCCCn1cnc2ccccc2c1=O,0.0,-0.7,x,x,6.6,-16.1,-3.0,x
COc1ccc(-c2nc(-c3cccc(C)c3)no2)cc1OC,x,-3.8,1.6,x,-105.8,-7.5,x,46.1*
C/C(=N\Nc1cccc(C(=O)O)c1)c1ccc(Cl)s1,0.0,-4.9,2.2,x,-74.4,-3.1,-0.5,72.8*
O=c1cc(N2CCCCC2)c2ccccc2o1,0.0,-0.2,-3.3,18.1,6.0,-4.2,7.4,3.7
O=C(Cn1c(=O)oc2ccccc21)Nc1ccccc1Cl,0.0,-12.7,3.9,x,-2.1,-2.5,-1.7,4.7
O=Cc1ccc(-c2cccs2)s1,0.0,-6.0,x,0.1,9.3,-0.1,-12.0,x
O=C(NCC1CC1)c1onc(CSc2ccc(F)c(F)c2)c1C(=O)NCC1CC1,0.2,4.6,-0.3,-0.2,15.1,-9.8,-3.7,-5.9
COC(=O)[C@H](Cc1ccccc1)NC(=O)/C=C/[C@H]1O[C@@H](n2ccc(=O)[nH]c2=O)[C@H](O)[C@@H]1O,-0.1,-0.7,-6.6,0.0,-14.8,-8.1,3.2,-3.8
CCCCc1c(C)nc2ccc(C)cc2c1SCCC(=O)O,0.1,1.6,x,29.2*,12.7,-3.3,8.6,-7.2
CCOc1cccc(/C=C2\NC(=S)N(c3ccccc3)C2=O)c1O,0.1,-12.6,-5.9,-0.2,-102.4,-93.0,1.3,u
C[C@@H]1CN([C@@H](C)CO)C(=O)c2cccc(NC(=O)C3CCOCC3)c2O[C@@H]1CN(C)C,0.0,-26.9,5.0,0.0,-5.5,-0.3,x,-2.3
c1ccc(OCCSc2ncnc3nc[nH]c23)cc1,x,-8.5,-2.2,x,-33.0,2.1,x,6.4
CC(C)[C@H](NC(=O)c1c(F)cccc1F)C(=O)N1CCN(c2ccc(F)cc2)CC1,0.0,-3.1,-7.1,x,-3.7,-8.8,-2.1,1.1
Cc1cc(C(=O)Nc2cccc(NC(=O)c3ccco3)c2)ccc1[N+](=O)[O-],0.4,3.8,-11.4,0.3,x,-17.2,x,x
Cc1ccccc1Nc1nc(N)[nH]c(=O)c1N=O,0.5,1.9,-1.4,-0.1,-8.9,-61.9,0.9,-2.3

# Further structures follow.
SMILES,XiGFP reactiv,S100A4 inh HTS,RAD54 inh,E-sel inducer,EWS-Fli block,RAD52 inh,FN deposition inh,esBAF inh
CCOc1ccc(N(CC(=O)NCc2ccc(Cl)cc2)S(=O)(=O)c2ccccc2)cc1,0.0,-1.5,7.7,0.8,10.6,-22.1,-1.8,5.0
O=C(CN1CCN(S(=O)(=O)c2cccc(F)c2)CC1)NCC1(N2CCOCC2)CCCCC1,0.0,-8.6,5.1,x,-4.9,-14.7,-8.1,-0.9
CCC(=O)N(C)C[C@@H]1Oc2cc(C#CC3(O)CCCC3)ccc2S(=O)(=O)N([C@@H](C)CO)C[C@@H]1C,-2.0,-0.1,4.2,0.2,-2.5,0.6,x,6.6
C[C@H](NC(=O)C[C@H]1CC[C@@H]2[C@H](COC[C@@H](O)CN2C(=O)Nc2cc(Cl)cc(Cl)c2)O1)c1ccccc1,0.2,3.6,-15.5,0.8,7.9,8.2,-12.2,6.2
C/C=C/c1ccc2c(c1)O[C@H](CN(C)Cc1ccc(C(=O)O)cc1)[C@H](C)CN([C@H](C)CO)S2(=O)=O,-0.2,15.3,-3.2,-0.2,-5.6,9.8,x,4.2
CC(C)CCNC(=O)C(=O)Nc1cc2c3c(c1)CCC(=O)N3CCC2,-0.2,0.0,-0.1,-0.1,x,-2.6,6.2,1.8
O=C(Nc1ccn(CCCNCCN2CCOCC2)c(=O)n1)OCc1ccccc1,-0.1,-1.8,3.7,0.3,-4.2,-9.8,-28.7,-4.4
C[C@@H]1CN([C@H](C)CO)C(=O)c2cc(NC(=O)Cc3cn(C)c4ccccc34)ccc2O[C@H]1CN(C)S(=O)(=O)c1ccc(Cl)cc1,1.0,4.7,-2.8,-0.1,3.8,8.5,x,0.9
C[C@@H]1CCCCO[C@@H](CN(C)S(=O)(=O)c2cn(C)cn2)[C@@H](C)CN([C@H](C)CO)C(=O)c2cc(NC(=O)c3ccccc3)ccc2O1,0.3,1.9,1.7,-0.1,-12.7,-6.2,-4.8,6.0
COc1ccc(N(CC(=O)N2CCN(C)CC2)S(=O)(=O)c2ccccc2)cc1,0.2,-5.5,-8.8,x,4.1,-9.4,1.7,-4.2
